# Screening results: PubChem, several laboratories
# Mtb FBA inh = Mtb FBA enzyme inhibitors, primary screen, biochemical, fluorescence, strain H37Rv | Fructose-bisphosphate aldolase (Mycobacterium tuberculosis (strain ATCC 25618 / H37Rv)), … | purified M. tuberculosis FBA, fluorescence read-out | inhibition, % at 1 µM | actives 2.3% (n = 360,000) | AID 588726, 2011; in the data active = inhibition above about 27%;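 also: 0% = vehicle and 100% = reference inhibitor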
# FadD28 binding = inhibitors of FadD28 bisubstrate probe binding, primary screen, biochemical, fluorescence polarization, single point. Mycobacterium tuberculosis FadD28 fatty-acid-AMP ligase. inhibition, % at 12.5 µM. actives 0.22% (n = 360,000). AID 588549, 2011; in the data active = inhibition above about 8.5%, passing the limit was not always enough; inconclusive = no clear call, values can overlap the other calls
# GDH-TPI counter = GDH-TPI coupling enzyme inhibitors, primary screen, artefact control for M. tuberculosis FBA inhibitor project, biochemical, absorbance, full deck; AID 588335, 2011; GDH-TPI coupled enzyme counterscreen, NADH absorbance; actives 1.2% (n = 360,000); inhibition, % at 4.8 µM;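 also: 0% = DMSO wells and 100% = wells lacking the enzyme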
# Rv3671c protease = Rv3671c serine protease inhibitors, primary screen, biochemical, fluorescence polarization, M. tuberculosis H37Rv | AID 2606, 2010 | actives 0.048% (n = 320,000) | inhibition, % at 5.96 µM; in the data active = inhibition above about 38%;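 also: extracellular domain of Rv3671c used as enzyme; 0% = enzyme with DMSO and 100% = no enzyme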
# Target sequence (P9WHR9 whole entry, looked up, the tested form may be a part): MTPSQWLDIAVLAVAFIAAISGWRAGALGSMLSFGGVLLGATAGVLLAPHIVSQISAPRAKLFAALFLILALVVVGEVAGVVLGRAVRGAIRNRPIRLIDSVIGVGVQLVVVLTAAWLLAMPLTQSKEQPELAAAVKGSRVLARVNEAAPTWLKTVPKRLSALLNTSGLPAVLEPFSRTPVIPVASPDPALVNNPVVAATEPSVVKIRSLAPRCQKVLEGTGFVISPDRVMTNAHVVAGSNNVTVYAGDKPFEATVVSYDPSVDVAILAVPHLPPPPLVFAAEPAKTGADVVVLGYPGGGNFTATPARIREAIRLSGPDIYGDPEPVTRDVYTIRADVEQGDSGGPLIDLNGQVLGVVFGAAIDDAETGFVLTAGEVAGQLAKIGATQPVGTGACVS
# CCHFV vOTU inh = CCHFV vOTU protease inhibitors, primary screen, biochemical, Pep-AMC substrate, fluorescence; actives 0.55% (n = 370,000); inhibition, % at 11.5 µM; Crimean-Congo hemorrhagic fever virus L polyprotein viral ovarian tumor (vOTU) protease …; also: 0% = vehicle wells with enzyme and 100% = no enzyme wells
# MazEF act = activators of E. coli MazEF toxin-antitoxin RNase, primary screen, biochemical, fluorescence, uHTS; FAM/BHQ RNA-DNA oligo cleavage fluorescence, 5 h; actives 0.32% (n = 350,000); activation, % at 20 µM; in the data active = activation above about 50%
# Target sequence (P0AE70 whole entry, looked up): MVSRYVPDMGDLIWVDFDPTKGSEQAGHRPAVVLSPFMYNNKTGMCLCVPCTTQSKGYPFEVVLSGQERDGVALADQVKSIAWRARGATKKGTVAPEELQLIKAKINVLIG
# UGM FP inh = M. tuberculosis UGM enzyme inhibitors, primary screen, biochemical, fluorescence polarization, single point; UDP-galactopyranose mutase (Mycobacterium tuberculosis (strain ATCC 25618 / H37Rv)), …; purified UGM, fluorescence polarization probe displacement; inhibition, % at 10 µM; actives 0.06% (n = 320,000); AID 504406, 2011; in the data active = inhibition above about 10%, passing the limit was not always enough; inconclusive = no clear call, values can overlap the other calls
# Target sequence (P9WIQ1 whole entry, looked up): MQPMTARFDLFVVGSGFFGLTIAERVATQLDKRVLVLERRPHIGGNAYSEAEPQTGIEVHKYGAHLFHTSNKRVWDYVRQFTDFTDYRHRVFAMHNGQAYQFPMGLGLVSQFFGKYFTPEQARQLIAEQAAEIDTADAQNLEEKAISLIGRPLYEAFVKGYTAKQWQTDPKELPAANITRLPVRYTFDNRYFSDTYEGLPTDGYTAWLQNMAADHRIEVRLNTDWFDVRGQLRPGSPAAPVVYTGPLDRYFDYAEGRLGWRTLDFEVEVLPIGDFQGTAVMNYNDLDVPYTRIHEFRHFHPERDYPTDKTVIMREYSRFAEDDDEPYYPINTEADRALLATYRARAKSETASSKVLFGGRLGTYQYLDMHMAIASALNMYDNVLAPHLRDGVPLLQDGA
# BoNT-F LC inh = BoNT/F light chain protease inhibitors, primary screen, biochemical, flow cytometry, MLPCN library; Botulinum neurotoxin type F light chain protease (Clostridium botulinum); actives 0.22% (n = 360,000); Multiplex microsphere protease cleavage assay; inhibition, % at 10 µM; in the data active = inhibition above about 35%, passing the limit was not always enough; inconclusive = no clear call, values can overlap the other calls; also: plate controls were buffer without enzyme for full effect and enzyme alone for no effect
# Mtb BioA inh = M. tuberculosis BioA enzyme inhibitors, primary screen, biochemical, plate reader, single point, HTS; 7,8-diaminopelargonic acid synthase BioA (Mycobacterium tuberculosis); purified M. tuberculosis BioA enzyme; inhibition, % at 9.99 µM; actives 0.096% (n = 360,000); AID 602481, 2012; in the data active = inhibition above about 40%; inconclusive = no clear call, values can overlap the other calls
# DUSP3 inh = VHR1 phosphatase inhibitors, primary screen, biochemical, absorbance, uHTS | AID 1654, 2009 | actives 0.52% (n = 290,000) | recombinant VHR phosphatase, pNPP absorbance | inhibition, % at 13.3 µM | Dual specificity protein phosphatase 3 (Homo sapiens), P51452; in the data active = inhibition above about 50%; also: some compounds called inactive have numbers as strong as hits
# Target sequence (P51452 whole entry, looked up): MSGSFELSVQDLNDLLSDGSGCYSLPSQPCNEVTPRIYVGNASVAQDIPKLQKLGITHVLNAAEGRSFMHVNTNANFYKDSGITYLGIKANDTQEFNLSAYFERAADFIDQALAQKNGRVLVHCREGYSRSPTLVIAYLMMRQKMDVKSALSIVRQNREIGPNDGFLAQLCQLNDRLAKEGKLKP
# Active calls of the source: *; ? = inconclusive; . = not tested or not shown; & = joins results of further samples. Rule as the data show it, unless noted: active = inhibition above about 30%; inactive = the rest.
# Fields – Mtb FBA inh	FadD28 binding	GDH-TPI counter	Rv3671c protease	CCHFV vOTU inh	MazEF act	UGM FP inh	BoNT-F LC inh	Mtb BioA inh	DUSP3 inh
C=CCSc1nnc(NC(=O)CSc2nc(CCC)cc(=O)[nH]2)s1
    1	2.2	3	4	14	-6	-0.9	4	-0.6	2
C/C(CC(=O)NC(C)(C)C)=N\NC(N)=S
    3	-1.4	6	-7	-4	-4	-2.6	0	.	5
O=C(c1cnccn1)N1CCCC(N2CCN(c3cccc(Cl)c3)CC2)C1 (stereo not given)
    -1	-2.4	-2	6	-8	1	3.0	4	2.6	6
CC(C)(C)CC(=O)Nc1nnc(SCC(=O)Nc2ccccc2F)s1
    0	-2.1	-5	3	5	8	-1.3	-5	.	-17
COc1cc(Cc2cnc(N)nc2N)cc(OC)c1OC
    0&0	-3.1&-1.4	-11&0	0&-5	-3&13	7&5	1.3&-0.2	5&-12	0.8&-0.1	11&24
CC(=O)c1ccc(N2CCN(c3ncccn3)CC2)cc1
    -1	0.2	28	1	11	11	-0.6	2	-0.9	2
COC(=O)C(C)N(C(=O)c1ccc(Cl)cc1)c1c(C)cccc1C (stereo not given)
    -1	-3.2	-6	5	-8	-1	-0.9	-6	3.0	7
Cc1cccc(-c2n[nH]c(=S)n2/N=C/c2ccc(C)s2)c1
    -1	1.5	12	3	6	-5	1.6	-10	0.7	-7
O=S(=O)(NCc1ccccn1)c1ccccc1
    4	0.5	-4	5	3	8	-2.3	-4	-2.5	-31
Cn1c(CNC(=O)c2ccco2)nnc1SCC(=O)N1CCN(c2ccccc2)CC1
    -2	0.4	-2	-9	3	7	0.9	-14	-1.3	-23
COc1ccc2nc(N3CCCC(O)C3)c(C#N)cc2c1 (stereo not given)
    7	-4.8	14	7	-8	0	1.4	12	-2.3	30
Cc1cccc(NC(=S)NC2CCN(Cc3ccccc3)CC2)c1C
    0	-2.0	14	1	-12	-2	0.9	1	.	-4
O=C(COC(=O)Cn1cc(C(F)(F)F)ccc1=O)Nc1ccc(Br)cc1F
    3	0.2	5	.	-10	2	.	25	-2.3	.
CC(=O)C1=C(C)NC(=O)NC1c1cc(Br)ccc1OCC(N)=O (stereo not given)
    -7	-5.0	6	-8	3	11	-0.8	-10	-1.6	4
O=c1[nH]c(O)c(N=Nc2ccc([N+](=O)[O-])cc2)c(=O)[nH]1
    4	-1.2	2	-2	-14	-12	-1.9	0	.	13

# New compounds follow:
# Fields – Mtb FBA inh	FadD28 binding	GDH-TPI counter	Rv3671c protease	CCHFV vOTU inh	MazEF act	UGM FP inh	BoNT-F LC inh	Mtb BioA inh	DUSP3 inh
Cc1cccc(N2CC(O)(c3cccs3)[N+]3=C2CCCCC3)c1 (stereo not given)
    0	1.7	1	-5	-10	-4	-1.4	-4	.	19
CCc1nnc(NC(=O)C2CCC(CNc3c(N4CCCCC4)c(=O)c3=O)CC2)s1 (stereo not given)
    1	1.1	14	14	-12	-3	-0.2	-5	-1.9	-4
CCCNC(=O)C1(C)CCN(C(=O)c2ccc3snnc3c2)C1 (stereo not given)
    -1	0.0	4	.	2	.	.	5	18	.
CCCCCC(=O)NCc1c(C(F)(F)F)nn(C)c1N1CCOCC1
    4	-0.6	-3	0	11	13	3.2	-13	0.4	-17
COc1cc(Br)cc(/C=C/c2ccc3cccc(O)c3n2)c1OC
    -1	0.7	10	1	-15	-13	4.5	5	.	.
CC(=O)NCCC(=O)Nc1cc(S(=O)(=O)N2CCOCC2)ccc1N1CCOCC1
    -2	-2.7	-8	6	-12	0	-1.2	0	.	6
CCOc1ccc(NC(=O)CN2C(=O)/C(=C3\SC(=S)N(C4CCS(=O)(=O)C4)C3=O)c3ccccc32)cc1 (stereo not given)
    1	-1.8	14	.	-14	3	.	-6	-2.6	3
NC(=O)[C@H]1CC2(CC(c3cccc(NC(=O)[C@H]4CCC(=O)N4)c3)=NO2)CN1C(=O)c1ccccc1C(=O)c1ccccc1 (stereo not given in full)
    -3	-3.5	-2	6	-8	4	-1.8	10	0.1	22
CCN(CC)CCCNC(=O)c1cc2nc(-c3ccccc3)cc(C(F)(F)F)n2n1
    3	0.6	-1	-4	0	13	-1.1	?	-0.2	34
O=C(COc1ccc(F)cc1)Nc1nnc(-c2ccncc2)s1
    47*	-1.2	25	2	-6	-7	2.0	-8	-1.4	14
CC(NC(=O)Nc1ccc([N+](=O)[O-])cc1)C(c1ccccc1)N1CCOCC1 (stereo not given)
    -1	-4.9	12	0	3	9	1.1	-2	.	11
CC1=Nc2ccc3ccccc3c2C1(C)C
    3	0.2	-3	-3	-7	-6	-0.7	-4	.	30
Cc1ccc(CNc2ccc(N3CCOCC3)c(Cl)c2)cc1
    -5	-5.1	-19	1	-11	-2	2.1	11	-0.7	72
CCN(CC(=O)N1CCCC1)S(=O)(=O)c1ccc(F)cc1
    0	-1.5	5	.	5	8	0.9	13	1.4	20
COc1ccc(N2CCN(C3CC(=O)N(C)C3=O)CC2)cc1 (stereo not given)
    2	0.9	1	5	-10	-2	1.3	-1	.	33

# The list continues:
# Fields – Mtb FBA inh	FadD28 binding	GDH-TPI counter	Rv3671c protease	CCHFV vOTU inh	MazEF act	UGM FP inh	BoNT-F LC inh	Mtb BioA inh	DUSP3 inh
CCn1c(/C=C/c2cc(Br)ccc2O)nc2ccccc2c1=O
    2	-1.3	15	-5	11	-3	-0.5	?	-0.8	-5
Cc1cc(C)cc(NC(=O)CCN2CC(C)OC(C)C2)c1 (stereo not given)
    -1	-2.9	5	5	1	-8	-1.2	-16	-0.9	22
CCn1ncc(Br)c1C(=O)Nc1ccc(C(=O)OC(C)C)cc1
    0	-0.2	-3	14	16	0	2.0	1	-5.6	-17
CCN(c1ccc2c(c1)OCO2)S(=O)(=O)c1cc2c(cc1Br)CCN2C(=O)C1CC1
    0	-5.0	3	.	-3	-8	.	-22	.	.
CC1=C(C)[N+](=O)C2CCCCC2N1[O-] (stereo not given)
    1	-0.3	11	-1	-6	-1	3.1	-7	-0.6	-12
CCC/C(=N/NC(=O)c1ccc2c(c1)OCO2)c1cccs1
    2	-4.1	12	-4	-5	11	-1.8	-4	0.2	-11
C[C@@H]1CCC(=O)N(CC[C@H](Sc2ccccc2)c2ccccc2)CC1
    -2	-4.7	7	0	13	2	-1.4	-1	0.3	36
Cc1ccc(/C=N/n2c(C3CCCCC3)n[nH]c2=S)o1
    2	1.3	12	13	7	9	1.9	-8	-1.3	-1
CCN(Cc1ccncc1)C(=S)NCc1ccccc1
    -2	-1.6	-2	-1	14	5	1.6	7	.	18
C[C@@H]1C[C@H]2[C@@H]3CCC4=CC(=O)C=C[C@]4(C)[C@@]3(F)[C@@H](O)C[C@]2(C)[C@H]1C(=O)CO
    1	-1.3	0	-1	2	9	-3.2	0	1.6	9
CCCNC(=O)c1ccc(Cl)cc1Cl
    2	-1.3	-1	-2	-2	-1	1.5	2	-1.7	12
O=C(OCC(=O)N1CCOCC1)c1ccc(Br)cc1
    1	-0.5	17	-1	1	9	-1.6	18	-0.9	21
O=C(Nc1ccc(NC(=O)c2sc3ccccc3c2Cl)cc1)c1ccco1
    -1	-0.2	17	-7	-12	-26	1.2	-2	-1.4	2
COc1cc(C)ccc1OCc1cc(C(=O)NCCN2CCOCC2)no1
    -3	-1.2	6	-9	-5	1	-0.4	5	0.5	10
CC(=O)Nc1ccc(S(=O)(=O)N2CCN(S(=O)(=O)c3cccs3)CC2)cc1
    0	-1.8	-5	.	-3	1	.	4	-0.3	.

# (further entries)
# Fields – Mtb FBA inh	FadD28 binding	GDH-TPI counter	Rv3671c protease	CCHFV vOTU inh	MazEF act	UGM FP inh	BoNT-F LC inh	Mtb BioA inh	DUSP3 inh
Cc1cccc2c1N(C)C(=O)C2=O
    -1	-4.0	4	3	1	12	-1.4	0	.	11
S=C(Nc1cccc(Cl)c1)Nc1ccc2cn[nH]c2c1
    2	-3.5	5	-5	-9	-1	1.5	0	-0.6	13
Cc1nnc(SCc2ccc(Cl)cc2)nc1/C=C/N(C)C
    -4	-2.7	7	-13	8	5	-1.3	-5	.	-3
COc1ccccc1-n1ccn(CC(=O)Nc2ccc(C)cc2Cl)c(=O)c1=O
    -3	-3.4	11	2	6	-1	-0.1	-1	0.7	.
COc1ccccc1NC(=O)CSc1nnc(NC(=O)C2CCC2)s1
    -2	-1.6	-2	11	-1	2	0.2	-8	-0.3	1
O=C(Nc1ccc(Cl)c(Cl)c1)Oc1ccc(NC(=O)c2ccco2)cc1
    1	-5.7	2	-101	7	-13	1.9	0	-0.1	0
CCCCNC(=O)Nc1nnc(C(C)(C)C)s1
    1	-3.2	-2	-2	-10	9	-1.5	-10	-0.5	12
Clc1ccc(CNc2ccc3nnc(-c4ccccc4)n3n2)cc1
    0	-1.1	6	5	2	-66	-2.3	-4	-1.0	-15
CCOC(=O)N1CCN(C(=O)CCN2C(=O)/C(=C\c3ccccc3OC)SC2=S)CC1
    0	-0.3	-8	-5	.	-13	-1.7	-3	-1.7	-17
O=C(Nc1ccc(F)cc1F)C1CCCN1S(=O)(=O)c1ccc(-c2ccc(=O)[nH]n2)s1 (stereo not given)
    -1	-5.9	9	-14	16	-14	-1.5	.	-0.5	-10
FC(F)(F)c1nc(NCc2cccnc2)c2ccccc2n1
    3	-2.1	-1	-5	1	6	1.4	?	0.1	20
CCNc1cc2n(c(=O)n1)CCc1cc(OC)c(OC)cc1-2
    20	-2.0	26	1	-19	2	-0.4	10	0.8	24
CCOc1ccccc1N1CCN(CC(O)COC2CCCc3ccccc32)CC1 (stereo not given)
    1	-1.1	3	-5	11	-35	-0.5	3	-0.1	26
CC(=NCCN1CCCCC1)c1c(O)n(Cc2ccccc2)c(=O)[nH]c1=O
    3	1.2	3	2	-17	-13	2.5	2	-0.6	-42
O=C(O)c1ccc(Sc2ccccn2)c([N+](=O)[O-])c1
    4	-0.3	8	3	18	-2	2.3	1	-0.2	-10

# In another format: 2 of the compounds above.
compound | Mtb FBA inh | FadD28 binding | GDH-TPI counter | Rv3671c protease | CCHFV vOTU inh | MazEF act | UGM FP inh | BoNT-F LC inh | Mtb BioA inh | DUSP3 inh
CCOC(=O)N1CCN(C(=O)CCN2C(=O)/C(=C\c3ccccc3OC)SC2=S)CC1 | 0 | -0.3 | -8 | -5 | . | -13 | -1.7 | -3 | -1.7 | -17
O=C(Nc1ccc(F)cc1F)C1CCCN1S(=O)(=O)c1ccc(-c2ccc(=O)[nH]n2)s1 (stereo not given) | -1 | -5.9 | 9 | -14 | 16 | -14 | -1.5 | . | -0.5 | -10

# Later entries:
# Fields – Mtb FBA inh	FadD28 binding	GDH-TPI counter	Rv3671c protease	CCHFV vOTU inh	MazEF act	UGM FP inh	BoNT-F LC inh	Mtb BioA inh	DUSP3 inh
CCN(CC(=O)NCc1cccs1)C(=O)C(c1ccccc1)c1ccccc1
    -1	-4.4	-1	10	-4	4	1.9	2	0.2	10
COc1cc([N+](=O)[O-])ccc1NC(=O)N1CCCCCC1
    -2	-1.7	7	4	-4	1	0.7	-5	-2.6	5
Cc1nnc(N2C(=O)C(O)=C(C(=O)c3ccco3)C2c2cccc([N+](=O)[O-])c2)s1 (stereo not given)
    2	-5.4	21	3	26	-6	1.2	2	-1.2	-3
COc1nc(Nc2cccc(C(F)(F)F)c2)nc(OC)n1
    -2	-1.0	17	-2	18	-4	0.8	2	-2.2	26
Nc1nc(Nc2cccc3ccccc23)nc(C2CCCC2=O)n1 (stereo not given)
    .	.	.	-2	4	.	0.1	.	.	0
